RmlC RmlD mix – RmlC and RmlD coupled enzyme inhibitors, primary screen, biochemical, 384-well, compound mixtures, retest; RmlC/RmlD coupled enzyme inhibition, 384-well mixture HTS; inhibition, % at 5.5 µM; hit rate 0.39% among 110,000; AID 1532, 2009; in the data active = inhibition above about 30%, passing the limit was not always enough; inconclusive = no clear call, values can overlap the other calls; note: strong numbers were not always called active
RT RNaseH block – HIV-1 RT RNase H inhibitors, primary screen, biochemical, fluorescence. Gag-Pol polyprotein (Human immunodeficiency virus type 1 group M subtype B (isolate …. hit rate 1.9% among 65,000. inhibition, % at 10 µM. RT-RNase H RNA/DNA duplex cleavage. AID 565, 2006; in the data active = inhibition above about 50%
An asterisk follows results filed as active; u = inconclusive; x = no result given. Not all compounds are listed (hit frequency here may not be typical).

Molecule | RmlC RmlD mix | RT RNaseH block
c1cncc(-c2nc3c(ccc4ccccc43)[nH]2)c1 | 4 | x
O=C1C2CC=CCC2C(=O)N1CC(=O)N(Cc1ccccc1)C1CCS(=O)(=O)C1 (stereo not given) | -10 | 5
CC(C)C(=O)Nc1ccc(NC(=O)c2ccccc2Cl)nc1 | 11 | -5
CCN(CC)CCOC(=O)c1ccc(Cl)cc1 | 4 | x
COC(=O)CCCC(=O)Nc1c(F)c(F)c(F)c(F)c1F | 27 | -11
O=C(Cn1cnc2c(cnn2-c2ccccc2)c1=O)N1CCCc2ccccc21 | 14 | -2
O=C(NCC1CCCO1)c1ccc(NC(=O)C2C3C=CC(C3)C2C(=O)O)cc1 (stereo not given) | -7 | x
CC(C)(C)c1cc(C(=O)Nc2cccc3ccccc23)ccn1 | -13 | x
COC(=O)CCC(=O)OC1(C)C(=O)C=C2C=C(C3CC3)N(c3ccc(CO)cc3)C=C2C1=O (stereo not given) | 6 | x
Cn1c(CO)cnc1SCc1ccccc1 | -1 | x
C/C(=N\NC(=O)c1nc(C)cc(C)n1)c1ccccc1 | 5 | x
C[C@H](NC(=O)Nc1ccc2c(c1)OCCO2)C(=O)O | -8 | -1
Cc1ccc2c(CC(=O)OCc3nc(N)nc(Nc4ccccc4C)n3)coc2c1 | 5 | -14
CC(C)Sc1nnc([C@@H](N)Cc2c[nH]c3ccccc23)o1 | 2 | -14
CCSc1sccc1C1C(C#N)=C(N)N(c2cccnc2)C2=C1C(=O)CCC2 (stereo not given) | 3 | 0

Shown with two lines to a compound: 2 of the compounds above
Values run as follows: RmlC RmlD mix	RT RNaseH block
COC(=O)CCCC(=O)Nc1c(F)c(F)c(F)c(F)c1F
    27	-11
O=C(Cn1cnc2c(cnn2-c2ccccc2)c1=O)N1CCCc2ccccc21
    14	-2

More compounds:
Molecule | RmlC RmlD mix | RT RNaseH block
COCCn1c(CCC(=O)O)nc2c1c(=O)[nH]c(=O)n2CC(C)C | -10 | 1
Cn1c(NN)nc2sc3c(c2c1=O)CCC3 | -10 | x
COc1nc(N)nc(CC(=O)C2CC2)n1 | -1 | -4
CCOC(=O)CCc1c(C)c(C#N)c2nc3ccccc3n2c1-n1ccnc1C | 13 | 2
CC(C1CC1)N(C(=O)NC1CCS(=O)(=O)C1)c1ccccc1 (stereo not given) | x | -12
O=C(CSc1cn(CCNC(=O)c2cccs2)c2ccccc12)NC1CCCCC1 | 6 | x
Nn1c(SCC(=O)N2CCOCC2)nnc1-c1ccc(Cl)cc1Cl | -8 | -3
CN(CC(=O)NC1CCCc2ccccc21)S(=O)(=O)c1ccc2c(c1)c(=O)n(C)c(=O)n2C (stereo not given) | -14 | -14
CCOC(=O)N1CCN(C(=O)c2ccc(OC)c(OC)c2)CC1 | -16 | x
O=C(NCc1ccc(F)cc1)c1cc2c(s1)CCCC2 | -1 | x
COc1cccc(-n2c(Cc3cc(=O)[nH]c(=O)[nH]3)nnc2SC(C)C)c1 | 10 | -11
Cc1ccc(Oc2nc3ccccc3n3c(C)nnc23)c(C)c1 | -9 | x
CC(NC(=O)C1CCC1)c1ccc(Cl)cc1 (stereo not given) | -9 | -8
Cn1cccc1C(=O)NC(=O)COC(=O)CC12CC3CC(CC(Br)(C3)C1)C2 | -15 | x
CCOc1ccc(N/C(SC)=C(/C#N)C(N)=O)cc1 | 148 | -25
O=C(CN1C(=O)CCSc2ccccc21)Nc1ccc2c(c1)OCCO2 | 11 | -6
CC(=O)Nc1nc2ccccc2n1CCN(C)C | -12 | -5
CCOC(=O)C1CCCN(C(=O)COc2ccccc2O)C1 (stereo not given) | 2 | x
C[C@]1(C(=O)NCCCNc2ncc(C(F)(F)F)cc2Cl)C=C[C@@H](Cc2ccccc2)N1C(=O)c1ccccc1 | -12 | x
O=C(O)CCC(=O)Nc1ccc(Br)cn1 | -12 | -17
Cc1ccc(S(=O)(=O)N/N=C/c2cccn2-c2ccc(Cl)cc2)cc1 | 6 | x
Nc1nnc(CSc2ccc(Cl)cc2)s1 | -10 | -10
CC(C)c1ccc(CC(C)C2C3=C(CCCC3=O)OC3=C2C(=O)CCC3)cc1 (stereo not given) | -11 | x
COc1cc2c(cc1NC(=O)CCCCCN1C(=O)CCC1=O)oc1ccccc12 | -12 | x
COC(=O)c1ccc(COc2ccc3c(C)c(C)c(=O)oc3c2C)o1 | -60 | -3
CCOC(=O)C1CCN(c2c(NC3CCCc4ccccc43)c(=O)c2=O)CC1 (stereo not given) | -11 | -6
O=C(CCc1ccc(S(=O)(=O)N2CCOCC2)cc1)Oc1ccccc1 | 5 | -8
CC(=O)Nc1ccc(C(=O)OCc2ccc(Cl)cc2)cc1 | 7 | x
CC1CCN(CCCNC(=O)Cc2c(C(=O)O)n(C)c3ccccc23)CC1 | x | 0
COc1cc(OC)c(C2C(C(=O)N3CCOCC3)=C(C)NC3=C2C(=O)CC(C)(C)C3)cc1OC (stereo not given) | 6 | -1

Structural class, the entries above with a COOH group
Molecule | RmlC RmlD mix | RT RNaseH block
O=C(NCC1CCCO1)c1ccc(NC(=O)C2C3C=CC(C3)C2C(=O)O)cc1 (stereo not given) | -7 | x
C[C@H](NC(=O)Nc1ccc2c(c1)OCCO2)C(=O)O | -8 | -1
COCCn1c(CCC(=O)O)nc2c1c(=O)[nH]c(=O)n2CC(C)C | -10 | 1
O=C(O)CCC(=O)Nc1ccc(Br)cn1 | -12 | -17
CC1CCN(CCCNC(=O)Cc2c(C(=O)O)n(C)c3ccccc23)CC1 | x | 0

Remaining list, next part
Molecule | RmlC RmlD mix | RT RNaseH block
COc1ccc(-c2c(N)nnc3c2[nH]c2ccccc23)cc1OC | x | -7
C=CCn1cc(-c2ccccc2)cc(C#N)c1=O | 16 | x
O=S(=O)(Nc1nc2ccccc2s1)c1ccc(Cl)s1 | 10 | x
CCOc1ccc(N(C(C)=O)c2nc(C)cc(C)c2C#N)cc1 | 5 | x
Cc1cc(C)c(S(=O)(=O)N2C=CC(C(F)(F)F)=NCC2)c(C)c1 | 8 | x
COc1ccc(-n2nc(C(=O)N3CCN(c4ccc(F)cc4)CC3)c3ccccc3c2=O)c(OC)c1 | -19 | -21
COC(=O)c1ccc(NC(=O)c2ccccc2NS(C)(=O)=O)cc1 | -2 | -7
CC1CCCCN1S(=O)(=O)c1ccc(C(=O)Nc2sccc2C(N)=O)cc1 (stereo not given) | -3 | x
CCN1CCN(c2nc3ccccc3nc2C(C#N)C(=O)OCc2ccccc2)CC1 (stereo not given) | 126 | -9
O=C(CCCC1=NS(=O)(=O)c2ccccc2N1)N1CCC2(CC1)OCCO2 | 7 | -11
O=C(CCN1c2ccccc2Sc2ccccc21)Nc1ccccc1 | 2 | x
O=C(NC1CCSC1=O)c1ccc(Oc2cccc(C(F)(F)F)c2)nc1 (stereo not given) | -15 | x
C=CCSc1nnc(-c2nnc(SCC=C)n2CC)n1CC | -18 | x
CC(=O)c1ccc(NC(=O)CSCCO)cc1 | -1 | -2
CCCn1c(NCc2ccc3c(c2)OCO3)nc2ccccc21 | -9 | 13

Molecules shown so far that contain bromine, in the order listed:
Molecule | RmlC RmlD mix | RT RNaseH block
Cn1cccc1C(=O)NC(=O)COC(=O)CC12CC3CC(CC(Br)(C3)C1)C2 | -15 | x
O=C(O)CCC(=O)Nc1ccc(Br)cn1 | -12 | -17

Remaining list, next part:
Molecule | RmlC RmlD mix | RT RNaseH block
CC(C)n1c(SCC(=O)Nc2nc3ccccc3s2)nc2c1c(=O)n(C)c(=O)n2C | 5 | x
COC(=O)C1CCN(C(=O)c2ccc(NC(C)=O)cc2)CC1 | 7 | -1
COc1ccc(C2CC(c3cc(OC)ccc3OC)n3nnnc3N2)cc1 (stereo not given) | 5 | -25
COc1ccc(OC)c(S(=O)(=O)N2CCC(C(=O)NCCC3=CCCCC3)CC2)c1 | -9 | 3
Cc1cc(S(=O)(=O)Nc2cc(C)c(O)c(C)c2)c(C)s1 | 7 | x
CC(=O)NCC1=C(NC(C)=O)C2CC1C(C)(C)C2C (stereo not given) | x | -1
C=CCN(C(=O)CCC(=O)Nc1cc(C)on1)C(C(=O)NC1CCCC1)c1cccnc1 (stereo not given) | 6 | 0
COc1ccc(S(=O)(=O)N(CC(=O)NCC2CCCO2)c2ccc(F)cc2)cc1OC (stereo not given) | -6 | x
COc1c(Br)cc(Br)cc1/C=N/n1c(C)nnc1C | -3 | 2
COC1=CC(=O)C(O)=C(CCCCCCC/C=C/CCCCCCCC2=C(O)C(=O)C=C(OC)C2=O)C1=O | 4 | x
Cc1ccc(NC(=O)NCC(c2cccnc2)N2CCOCC2)cc1 (stereo not given) | u | -14
COc1ccc(N(C(=O)Cn2nnc(-c3ccc(Cl)cc3)n2)C(C(=O)NCC2CCCO2)c2ccc(C)cc2)cc1 (stereo not given) | -7 | x
O=C(CCCc1c[nH]c2ccccc12)NCc1ccc2c(c1)OCO2 | 1 | x
O=C(NCc1ccco1)c1cc2ccc(O)cc2oc1=O | 86* | 7
CN(c1ccc(OCC(=O)N2CCCCC2)cc1)S(=O)(=O)c1cccs1 | -3 | 4
CCOC(=O)c1ccc(N2C(=O)CC(N(C)CCc3ccc(OC)c(OC)c3)C2=O)cc1 (stereo not given) | 4 | 10
COc1c(O)cc2c(c1O)C(=O)CC(c1ccccc1)O2 (stereo not given) | -9 | x
CC(=O)c1cccc(NC(=O)C2CCCN(S(C)(=O)=O)C2)c1 (stereo not given) | 3 | 1
N#Cc1ccc(C23CC4CC(CC(C4)C2)C3)[nH]c1=O | 9 | -17
CCc1c(C)sc(NC(=O)OC)c1C(=O)N1CCOCC1 | -13 | 10
Cc1c(/C=N\NC(=O)c2csc3ccccc23)cnn1C | 4 | x
COc1ccccc1N1CCN(C(=O)c2sc3nc(-c4ccc(F)cc4)cn3c2C)CC1 | x | -4
C=CCN1C(=O)CN=C1NCc1ccccc1 | -12 | -13
Cc1ccc(Nc2nc3ccccc3o2)cc1F | u | x
CCCn1c(NC(=O)c2ccccc2)nc2ccccc21 | -7 | -28
Cc1ccc2[nH]cc(CCNC(=O)Nc3ccccc3)c2c1 | 2 | x
CCN(c1ccc(C)c(C)c1)S(=O)(=O)c1ccc2c(c1)CCN2C(=O)CCC(=O)O | 0 | x
Cn1cc(SCC(=O)Nc2nc3ccccc3s2)c2ccccc21 | 5 | -7
COC(=O)CC1=C(C(=O)OC)C(c2cccc(OCC(N)=O)c2)C(C#N)=C(N)O1 (stereo not given) | 38 | -6
O=C(CSc1nnc2ccccn12)c1ccc2c(c1)OCCO2 | -8 | -18
Cc1ccc(NC(=O)N2CCC(c3nc4c(nnn4Cc4cccc(Cl)c4)c(=O)[nH]3)CC2)cc1 | 7 | -25
CC(C)C(NS(=O)(=O)c1cccc2nsnc12)C(=O)N1CCn2c1nc1ccccc12 (stereo not given) | 6 | x
COC(C[C@@H]1O[C@@H]1C(=O)COCc1ccccc1)OC | -16 | x
O=C(NCc1ccco1)c1cc2sccc2n1Cc1ccc(F)cc1 | 13 | -5
CC1CCC(=NNC(=O)Cc2ccccc2)CC1 (stereo not given) | -17 | x
COc1cc(/C=C(/C#N)c2nc3ccccc3[nH]2)ccc1OCc1ccc(C(=O)O)o1 | -1 | x
O=C(NCc1cn2ccccc2n1)c1ccco1 | -11 | x
COC(=O)c1cccc(NC(=O)c2ccc(S(=O)(=O)N3CCN(C)CC3)cc2)c1 | 2 | -13
FC(F)(F)c1cccc(-c2nnc(-c3ccccc3)c(N3CCOCC3)n2)c1 | 5 | x
COc1ccc(Cn2c(SCc3ccccc3C)nc3cc(OC)c(OC)cc3c2=N)cc1 | -18 | x
O=C(Nc1ccc(S(=O)(=O)C(F)F)cc1)c1cccc(S(=O)(=O)N2CCOCC2)c1 | 14 | -13
COc1ccc(CCNC(=O)c2ccncc2)cc1OC | 3 | 1
CCc1nnc(NC(=O)C2COc3ccccc3O2)s1 (stereo not given) | -14 | x
O=C(NC(=O)c1cccc(Cl)c1)OC[C@@H]1CCCN2CCCCC12 (stereo not given in full) | 6 | x
CC(C)(C(=O)c1ccccc1)/[N+]([O-])=C/c1ccccc1F | -19 | x
O=C(N/N=C/c1ccc(O)cc1)c1csc2ccccc12 | 7 | x
CCOC(=O)c1cnc(-n2nc(C)cc2C)nc1NC1CCCCC1 | -6 | -14
CCOC(=O)c1sc2nc(CSCC(=O)OCc3ccc(C(=O)OC)o3)[nH]c(=O)c2c1C | -4 | -1
O=C(/C=C\Nc1cccc(F)c1)c1cccs1 | 10 | x
CN(C1CCCCC1)S(=O)(=O)c1ccc(NC(=O)C2CCCCC2C(=O)O)cc1 (stereo not given) | 8 | -1
Cc1cc(NC(=O)Cn2nc(C(F)(F)F)c3c2CCC3)no1 | -11 | 0
COc1ccccc1NC(=O)c1sc(NC(=O)c2ccco2)c(C#N)c1C | 4 | x
Cc1onc(-c2ccccc2Cl)c1C(=O)Nc1ccc(-n2nncc2-c2ccco2)cc1 | 13 | 24
COc1ccccc1-c1ccc(Nc2cccc(C(C)=O)c2)nn1 | -7 | -14
CN1C(C(=O)NCC2CC2)CC2Cn3c(nc4cc5ccccc5cc43)C21 (stereo not given) | 24 | x
COc1cc(OC)cc(-c2nc(N)n[nH]2)c1 | -132 | -4
CN1C(=O)CC(N2CCN(c3ncccn3)CC2)C1=O (stereo not given) | -7 | 3
CCC(OC(=O)c1cccs1)C(=O)NC1CCCCC1 (stereo not given) | -10 | 0
COc1ccc(-c2ccc(SCC(=O)N3CCOCC3)nn2)cc1OC | 7 | 0
CCOc1ccc(NC(=O)CN(C)CC(=O)Nc2cccc(Cl)c2C)cc1OCC | -8 | x
CCCOCC(O)COc1ccccc1C(=O)N1CCOCC1 (stereo not given) | 14 | 2
Cc1nc(N2CCN(S(=O)(=O)c3ccc(F)cc3)CC2)c2c(C)c(C)sc2n1 | -11 | -5
Cc1cccc(-c2cc3nc(C)cc(NCCCN(C)C)n3n2)c1 | 4 | -11

Bioassay records: PubChem, several laboratories
